M5 ag: CHRM5 agonism in calcium assay | P08912 | CHO-K1 hM5 cells, Fluo-8 calcium fluorescence; 0% DMSO wells, 100% maximal acetylcholine response | activation, % at 3 µM | 360,000 tested, 0.19% active;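 active = activation above the run's mean over test compounds plus 3 SD, cut at about 23% in these data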;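 note: signal is peak over basal fluorescence ratio across the kinetic read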
M5 antag: antagonists of human muscarinic M5 receptor (CHRM5); P08912; CHO-hM5 cells, Fluo-8 calcium fluorescence, ACh EC80; inhibition, % at 3 µM; 360,000 tested, 0.59% active; AID 624040;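 active = inhibition above a per-plate cutoff, the mean of that plate's test compounds plus 3 SD, cut at about 27% in these data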;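 note: 0% = acetylcholine EC80 with DMSO and 100% = DMSO without agonist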
CHRM4 antagonist: CHRM4 antagonism in calcium assay. P08173. CHO-hM4 cells, ACh EC80, Fluo-8 calcium fluorescence. inhibition, % at 3 µM. 360,000 tested, 0.73% active. AID 624125;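 active = inhibition above its plate's cutoff, the mean inhibition of sample wells plus 3 SD, cut at about 27% in these data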;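 note: 0% = acetylcholine EC80 with DMSO and 100% = DMSO without agonist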
Target sequence (P08173 whole entry, looked up): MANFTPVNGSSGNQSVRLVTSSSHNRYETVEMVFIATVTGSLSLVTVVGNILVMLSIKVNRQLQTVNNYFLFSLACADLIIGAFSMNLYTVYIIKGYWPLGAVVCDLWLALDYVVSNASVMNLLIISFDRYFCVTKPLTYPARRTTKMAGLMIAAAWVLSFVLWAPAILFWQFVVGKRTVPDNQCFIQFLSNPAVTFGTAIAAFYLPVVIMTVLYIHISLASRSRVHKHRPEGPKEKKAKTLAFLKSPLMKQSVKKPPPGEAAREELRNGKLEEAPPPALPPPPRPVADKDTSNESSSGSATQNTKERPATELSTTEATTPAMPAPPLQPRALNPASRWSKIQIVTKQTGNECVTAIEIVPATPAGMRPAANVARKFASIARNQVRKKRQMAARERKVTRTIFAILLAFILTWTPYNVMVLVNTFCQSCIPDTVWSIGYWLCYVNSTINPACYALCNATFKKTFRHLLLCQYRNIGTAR
CHRM5 PAM: CHRM5 positive allosteric modulation. P08912. CHO-K1 hM5, Fluo-8 calcium, ACh EC20 PAM; 0% = ACh EC20, 100% = ACh EC100. activation, % at 3 µM. 360,000 tested, 0.3% active. AID 624038;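 active = activation above the run cutoff, the mean activation of all test compounds plus 3 SD, cut at about 18% in these data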
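System: CHO-K1 cell line with stable human muscarinic M5 receptor expression | Also added: EC20 acetylcholine as agonist stimulus | Compound: One concentration, 3 µM final (nominal) | Timing: Fluo-8 loading 80 min at 37 °C plus 30 min room temperature | Measured by: Fluo-8 calcium dye fluorescence, kinetic read | Read-out basis: % activation, ACh-normalized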
TAAR1 agonist: agonists of human TAAR1; CHO RD-HGA16 TAAR1, Fluo-8 calcium fluorescence; vehicle wells 0%, saturating PEA agonist 100%; activation, % at 3 µM; 360,000 tested, 0.99% active; AID 624467;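 active = activation above the mean activation of all test compounds in the run plus 3 SD, cut at about 38% in these data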
Target sequence (Q96RJ0 whole entry, looked up): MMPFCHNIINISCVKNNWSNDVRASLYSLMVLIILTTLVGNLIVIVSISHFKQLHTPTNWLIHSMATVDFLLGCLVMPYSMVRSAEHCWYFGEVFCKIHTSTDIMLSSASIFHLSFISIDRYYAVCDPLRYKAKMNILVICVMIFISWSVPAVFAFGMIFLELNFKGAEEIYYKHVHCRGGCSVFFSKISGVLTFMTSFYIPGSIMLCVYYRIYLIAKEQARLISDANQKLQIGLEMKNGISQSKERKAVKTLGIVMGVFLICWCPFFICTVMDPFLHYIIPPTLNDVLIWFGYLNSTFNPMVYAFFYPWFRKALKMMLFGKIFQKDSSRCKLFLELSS
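Repeats: no replicates (n 1) | Material: CHO-derived RD-HGA16 cells with stable Gα16 and human TAAR1 | Technique: Kinetic Fluo-8 calcium fluorescence | Schedule: 17-24 h seeding, 75 min 37 °C dye, 30 min RT | Evaluation: % activation from peak over basal fluorescence ratio, DMSO-to-PEA scaled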
CHRM1 antagonist: blocks human M1 muscarinic receptor | inhibition, % at 3 µM | 360,000 tested, 1.3% active | CHO-K1 hM1, Fluo-8 calcium fluorescence, ACh EC80 antagonist;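 active = percent inhibition above its own plate's cutoff, namely the mean of that plate's compound wells plus 3 SD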;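 note: peak over basal fluorescence ratio during 140 s after agonist addition; 0% = ACh EC80 plus DMSO and 100% = DMSO alone without agonist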
CHRM1 agonist: human M1 muscarinic receptor agonism; CHO-K1 hM1, Fluo-8 calcium fluorescence, agonist mode; 0% DMSO, 100% acetylcholine EC100; 360,000 tested, 0.33% active; activation, % at 3 µM;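 active = activation above the run's mean compound activation plus 3 SD, cut at about 16% in these data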;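 note: peak over basal fluorescence ratio within a 140 s kinetic read after compound addition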
M4 ag: agonists of human muscarinic M4 receptor (CHRM4); P08173; CHO-K1 hM4/Gqi5, Fluo-8 calcium fluorescence; vehicle 0%, full acetylcholine response 100%; activation, % at 3 µM; 360,000 tested, 0.14% active;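 active = activation above the run mean over all test wells plus 3 SD, cut at about 32% in these data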;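 note: peak over basal fluorescence ratio per well then scaled between controls; 0% = DMSO wells and 100% = acetylcholine at EC100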
CHRM1 PAM: positive allosteric modulators of human M1 muscarinic receptor | AID 588819 | CHO-K1 hM1, Fluo-8 calcium fluorescence, ACh EC20; 0% = ACh EC20, 100% = maximal ACh | activation, % at 3 µM | 360,000 tested, 0.088% active | P11229; in the data active = activation above about 19%, passing the limit was not always enough
An asterisk follows results filed as active; · = no result given. An excerpt, so the mix of outcomes need not match the whole.

SMILES	M5 ag	M5 antag	CHRM4 antagonist	CHRM5 PAM	TAAR1 agonist	CHRM1 antagonist	CHRM1 agonist	M4 ag	CHRM1 PAM
CCOC(=O)CSc1nnc(-c2ccc(S(=O)(=O)N3CCOCC3)cc2)n1-c1ccccc1	1	7	-4	-10	12	5	-2	8	0
COc1ccc([C@H]2CC(=O)C=C(c3ccc(F)cc3OCc3ccccc3)C2)cc1	1	4	11	3	17	6	-2	0	-1
Cn1cc(CN2CCN(Cc3ccc4c(c3)OCO4)CC2)c(-c2ccccc2F)n1	-3	0	-2	4	-1	-10	-11	1	14
COc1ccc(NC(=O)c2cc(S(=O)(=O)N3CCCCC3)ccc2C)cc1S(=O)(=O)N1CCOCC1	-5	4	1	-1	1	9	-5	0	-5
COc1cc(/C=C(/C#N)C(=O)Nc2ccccc2)c(Br)cc1OCc1ccc(C(=O)O)cc1	4	9	15	-3	22	-12	-2	4	2
CCOc1ccccc1-n1c(SCC(=O)Nc2ccccc2C(=O)O)nc2ccccc2c1=O	0	1	-3	11	-1	3	-1	-1	10
CCOC(=O)C1=C(C)NC(=O)NC1c1ccc(OCC(=O)N2CCCCC2)cc1 (stereo unspecified)	1	0	-2	2	5	-6	-5	0	7
CCCCN(C)CCNC(=S)Nc1ccc2nc(N3CCN(CC)CC3)cc(C)c2c1	-3	5	-5	-2	-1	-6	-10	-1	0
CCN(CC)c1ccc(C(NC(C)=O)NC(C)=O)cc1	-5	-4	-2	4	2	3	-6	0	-4
CN1CC(=O)NC1=NC(=O)c1cc(F)c(F)cc1Cl	3	-4	2	5	4	2	-2	1	6
O=C(O)c1oc2ccccc2c1CN1CCN(c2ccccc2)CC1	1	3	4	-1	4	-7	-2	0	5
C=CCn1c(SCC(=O)N2CCC(C)CC2)nc2c([nH]c3ccccc32)c1=O	0	-4	-2	1	-2	-2	-6	2	0
CCOc1ccccc1N(CC(=O)NCCSc1ccccn1)S(=O)(=O)c1ccccc1	1	26	11	10	8	11	-7	32*	-3
COc1cc(O)cc2cc3c(c(O)c12)C(=O)CC(C)(O)O3 (stereo unspecified)	0	-5	-10	6	0	-12	-2	1	6
O=S(=O)(c1ccc(N2CCCC2)cc1)C(F)(F)F	0	18	-5	-13	16	25	-3	5	-14
OCCN(CCO)c1nc2ccccc2[nH]1	-5	7	14	-2	2	-9	-1	1	5
CC(C)(C)n1ncc2c(=O)n(CC(=O)OCc3ccccc3)cnc21	4	0	3	-1	10	7	0	9	5
CCOc1cc(CNc2ccc(N3CCCCC3)cc2)cc(Br)c1OCC(=O)NC(C)(C)C	-2	0	-2	2	3	2	-8	1	-2
COc1ccc(S(=O)(=O)N(CCc2ccccc2)CC(=O)NC(C)C)cc1	-3	4	-3	4	0	-12	-5	4	9
CCCOc1ccc(C=Nc2ccc(OC)c(S(=O)(=O)N3CCOCC3)c2)c(O)c1	0	-7	-11	11	-4	-10	0	0	11
O=C(CSCc1n[nH]c(=O)[nH]1)NCCOc1cccc(Oc2ccccc2)c1	0	0	2	-1	6	-3	-5	0	1
COC(=O)c1sc(NC(=O)COc2cccc3ccccc23)nc1C	-7	3	3	10	1	-9	-1	0	8
COc1ccc(NC(C)C(=O)Nc2ccc(C(C)(C)C)cc2)cc1Cl (stereo unspecified)	4	0	0	5	15	-23	1	3	-1
COc1ccc(C(=O)Nc2ncc3c(n2)CC(c2ccco2)CC3=O)cc1 (stereo unspecified)	0	-7	-4	0	0	4	-3	2	3
COc1ccc(-c2nc(-c3ccccc3)ncc2S(C)(=O)=O)cc1	-3	-2	-6	-10	-1	-7	-12	1	15
(list continues)
SMILES	M5 ag	M5 antag	CHRM4 antagonist	CHRM5 PAM	TAAR1 agonist	CHRM1 antagonist	CHRM1 agonist	M4 ag	CHRM1 PAM
CCOC(=O)c1c(C)[nH]c(C)c1C(=O)COC(=O)c1cccc(S(=O)(=O)N(CC)CC)c1	3	12	7	-11	2	4	-2	8	-4
CCCc1cc(=O)[nH]c(SCC(=O)N2N=C(c3ccc(Cl)cc3)CC2c2ccco2)n1 (stereo unspecified)	-4	-1	3	2	4	-5	-1	1	5
Cc1ccc2oc(=O)c3cc(C(=O)N4CCN(C)CC4)sc3c2c1	-3	3	0	4	6	-23	-7	2	3
COc1ccccc1C(C[N+](=O)[O-])c1c(N)n(C)c(=O)n(C)c1=O (stereo unspecified)	-2	7	-1	0	3	-10	-1	0	13
O=C(CCSCc1ccccc1Cl)NC1CCCC1	0	8	3	-5	-3	-6	-4	-1	7
O=Cc1c(NCc2ccc(F)cc2)c2ccccc2[nH]c1=O	-13	-1	-7	-1	3	-7	-7	1	5
CCc1ccc2oc(C(=O)NCC(c3ccc(OC)cc3)N3CCCCC3)c(C)c2c1 (stereo unspecified)	-6	-6	-2	2	1	3	-5	0	-1
O=C(Nc1cccc(-c2csc(Nc3ccc(Cl)cc3)n2)c1)c1cc([N+](=O)[O-])cc(C(F)(F)F)c1	1	4	5	1	10	0	-6	1	1
CN(C(=O)c1ccc2c(=O)n3c(nc2c1)CCCCC3)c1ccccc1	1	-5	-2	2	3	-11	-3	1	12
CC12CCC(C(=O)N(CC(O)CN3CCCCCC3)C1=O)C2(C)C (stereo unspecified)	0	-7	0	2	9	0	-8	1	7
COc1cc(OC)cc(C(=O)NC(=S)N2CCN(c3ccc(C(F)(F)F)cc3[N+](=O)[O-])CC2)c1	-4	19	3	-1	7	-3	-4	0	2
Cc1ccc(Cn2c(N3CCN(CCO)CC3)nc3c2c(=O)n(C)c(=O)n3C)cc1	-4	16	2	-8	1	1	-8	1	-2
CCCCOc1ccc(C(=O)NCC(=O)N(C)CC(=O)Nc2ccc(N3CCOCC3)cc2)cc1	4	8	4	3	3	3	-3	3	-2
CC1CC(C)(C)NC2(CCCC2)N1 (stereo unspecified)	4	9	-6	-7	1	1	1	2	6
COc1ccc(CC(NC(C)=O)C(=O)NC2CCN(C(=O)C3CCCCC3)CC2)c(OC)c1 (stereo unspecified)	0	2	6	7	0	5	-6	1	-4
CC1=NN(C(=O)COc2ccccc2C)C(O)(c2ccc(Cl)cc2)C1 (stereo unspecified)	-3	10	13	-9	3	3	-6	1	3
Cc1[nH][nH]c(=O)c1C(c1ccc([N+](=O)[O-])cc1)c1c(C)[nH][nH]c1=O	2	-4	-3	13	3	-20	0	0	14
CCCn1c(CCC(=O)O)ccc1-c1ccccc1	-3	4	-3	2	6	0	-4	1	9
O=C(NCCN1CCN(C(=O)c2cccs2)CC1)c1cccs1	-10	0	-8	6	20	17	-6	0	-12
C/C(=N\NC(=O)c1ccccc1)c1ccc2c(c1)OCO2	0	-1	2	2	9	-4	-4	0	2
O=C(N/N=C/c1cc(Cl)cc([N+](=O)[O-])c1O)NC12CC3CC(CC(C3)C1)C2	0	3	6	-1	0	-11	-5	1	7
COc1ccc(S(=O)(=O)N2CCC(C(=O)N3CCc4ccccc4C3)CC2)cc1C	0	0	4	-8	52*	1	-10	7	-11
CC(C)c1ccc2c(c1)C(c1ccc(N3CCOCC3)cc1)=NNC(c1cccs1)=N2	-2	4	-15	1	9	-8	-2	0	13
CCC(=NCc1ccccc1)c1c(C(F)(F)F)[nH]n(-c2nc3ccccc3s2)c1=O	2	-5	13	4	18	-4	-2	0	7
C=CCSc1nnc(Cc2cc(=O)[nH]c(=O)[nH]2)n1-c1cc(C)ccc1C	-1	2	-2	-2	5	-9	-1	1	9

Among those listed so far, these have a CF3 group:
SMILES	M5 ag	M5 antag	CHRM4 antagonist	CHRM5 PAM	TAAR1 agonist	CHRM1 antagonist	CHRM1 agonist	M4 ag	CHRM1 PAM
O=S(=O)(c1ccc(N2CCCC2)cc1)C(F)(F)F	0	18	-5	-13	16	25	-3	5	-14
O=C(Nc1cccc(-c2csc(Nc3ccc(Cl)cc3)n2)c1)c1cc([N+](=O)[O-])cc(C(F)(F)F)c1	1	4	5	1	10	0	-6	1	1
COc1cc(OC)cc(C(=O)NC(=S)N2CCN(c3ccc(C(F)(F)F)cc3[N+](=O)[O-])CC2)c1	-4	19	3	-1	7	-3	-4	0	2
CCC(=NCc1ccccc1)c1c(C(F)(F)F)[nH]n(-c2nc3ccccc3s2)c1=O	2	-5	13	4	18	-4	-2	0	7

Records above marked active in M4 ag.
mol | M5 ag | M5 antag | CHRM4 antagonist | CHRM1 antagonist | CHRM1 agonist | M4 ag | CHRM1 PAM
CCOc1ccccc1N(CC(=O)NCCSc1ccccn1)S(=O)(=O)c1ccccc1 | 1 | 26 | 11 | 11 | -7 | 32* | -3

Other results follow.
SMILES	M5 ag	M5 antag	CHRM4 antagonist	CHRM5 PAM	TAAR1 agonist	CHRM1 antagonist	CHRM1 agonist	M4 ag	CHRM1 PAM
COc1ccc(N2C(=O)CC(N3CCC(C(N)=O)CC3)C2=O)cc1 (stereo unspecified)	0	-2	3	-6	0	2	-3	0	3
COc1ccc(Cl)c(NC(=O)Nc2c(C)n(-c3ccccc3)c(=O)n2C)c1	-3	9	1	1	5	-30	-6	1	1
C/C(CC(=O)Nc1ccc2c(c1)OCO2)=N\NC(=O)OC(C)(C)C	-2	3	-3	-10	1	-3	-2	2	-1
C=CCc1cccc2cc(C(=O)Nc3ccc(S(=O)(=O)Nc4nnc(CC)s4)cc3)c(=O)oc12	1	5	-5	-2	2	-6	-5	0	6
COc1ccc(NC(=O)CSc2nnc(-c3ccccn3)n2N)cc1	0	6	15	-5	31	-8	-3	0	9
O=C(O)/C=C/C(=O)c1ccc2c(c1)CCc1ccccc1-2	-2	-1	26	8	14	-14	-2	3	17
CCOc1ccc2oc(C(=O)N3CCN(c4ccccn4)CC3)c(C)c2c1	2	-19	-16	3	3	-7	-3	12	7
COc1cc(/C=N/NC(N)=S)ccc1OCc1ccc(C)cc1	-1	0	4	4	1	-4	-4	0	-1
Cc1onc(-c2c(F)cccc2Cl)c1C(=O)c1ccccc1O	-13	6	1	3	0	-5	-4	4	2
Cc1nc2cc(NC(=O)c3cccc(S(C)(=O)=O)c3)ccc2o1	-2	2	1	-1	0	-8	0	0	7
COc1cc(OC)c(C(=S)N2CCCC2)cc1OC	-1	5	-8	-3	0	-1	-3	0	0
COc1cccc(CNC(=O)[C@H](C)NC(=O)N2CC(=O)Nc3ccccc32)c1	1	-1	-11	-4	4	-13	0	0	9
CCc1cc2c(cc3c(=O)n(CC(=O)NCCCN(CC)CC)nc(CC)n32)s1	-4	6	5	-7	-1	6	-5	-1	-2
Nc1ccc(N)c(C(=O)O)c1	8	-1	-3	5	·	0	2	1	5
CNc1snc(C)c1C(=O)OC(C)C(=O)Nc1cccc(C)c1 (stereo unspecified)	5	10	0	-10	2	27	2	6	-17
Cc1ccc(CCNC(=O)C2CCCN(S(=O)(=O)c3c(C)noc3C)C2)cc1 (stereo unspecified)	-5	5	9	-1	4	-7	-4	1	3
C[C@@H]1CCC2[C@](C)(CO)[C@@H](O)CC[C@]2(C)[C@@]12CCC(CO)(CCO)O2 (stereo partly specified)	-1	6	-7	0	3	-1	0	0	-1
CC(C)(C)OC(=O)C[C@H]1C/C=C\C[C@@H](CC(=O)N(CCO)Cc2ccccc2)C(=O)N2CCC[C@@H]2COC1=O	0	3	-6	-1	8	1	-4	2	0
Cc1ccc2c(COC(=O)c3n[nH]c4ccccc34)cc(=O)oc2c1	-1	0	9	-5	7	0	-2	3	3
O=C(c1ccccc1[N+](=O)[O-])N1CC2C3C=CC(C3)C2C1 (stereo unspecified)	-11	9	17	-8	4	0	-14	1	-8
